Source: PubChem BioAssay (The Scripps Research Institute Molecular Screening Center)
TCR-CD3 inh: inhibitors of human TCR-CD3 interaction, primary screen, biochemical, fluorescence, TAMRA-labeled TCR probe. 360,000 compounds, 0.37% hits. AID 651800, 2012. inhibition, % at 9.4 µM; in the data active means inhibition above about 19%;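 further: recombinant mutant TCR 2C K166C tagged with TAMRA read by polarization; 0% = receptor in buffer alone and 100% = receptor with positive control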
MBD2 inh: inhibitors of MBD2 binding to methylated DNA, primary screen, biochemical, TR-FRET, DNA-binding domain, human | Methyl-CpG-binding domain protein 2 (Homo sapiens), Q9UBB5 | MBD2 binding to methylated oligonucleotide | inhibition, % at 4.4 µM | 370,000 compounds, 0.31% hits | AID 686964, 2013; in the data active means inhibition above about 13%
PRMT1 inh: PRMT1 methyltransferase inhibitors, primary screen, biochemical, fluorescence polarization; recombinant PRMT1, activity-based probe fluorescence polarization; Protein arginine N-methyltransferase 1 (Homo sapiens), Q99873; 370,000 compounds, 1.3% hits; AID 652257, 2013; inhibition, % at 2.79 µM;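 active means inhibition above about 21% made by adding two undisclosed values, limit read from the data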
Target sequence (Q99873 whole entry, looked up): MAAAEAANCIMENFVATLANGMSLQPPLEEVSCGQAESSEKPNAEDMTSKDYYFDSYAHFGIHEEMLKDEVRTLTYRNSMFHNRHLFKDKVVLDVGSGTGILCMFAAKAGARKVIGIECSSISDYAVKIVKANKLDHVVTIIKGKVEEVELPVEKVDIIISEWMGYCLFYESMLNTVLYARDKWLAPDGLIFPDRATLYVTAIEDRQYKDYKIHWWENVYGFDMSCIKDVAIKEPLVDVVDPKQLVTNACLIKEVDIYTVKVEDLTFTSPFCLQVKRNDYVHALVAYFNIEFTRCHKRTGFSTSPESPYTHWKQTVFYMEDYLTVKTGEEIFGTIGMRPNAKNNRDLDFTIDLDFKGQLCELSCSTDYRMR
SIAE inh: human SIAE inhibitors, primary screen, biochemical, fluorescence polarization, FP-Rh probe, 1536-well HTS; Sialate O-acetylesterase (Homo sapiens), Q9HAT2; SIAE FP-Rh probe binding; inhibition, % at 9.66 µM; 370,000 compounds, 0.69% hits; AID 1053197, 2014;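 active means inhibition above a cutoff: mean of compounds within the control limits plus 3 SD of those, cut at about 17% in these data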;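 further: 0% = plate median of compound wells and 100% = probe without SIAE protein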
LEDGF integ inh: blockers of LEDGF/p75-dependent integrase strand transfer – biochemical, TR-FRET, high throughput, primary screen | HIV-1 integrase (with human LEDGF/p75) | TR-FRET IN-LEDGF/p75 DNA integration, Eu/Cy5 | inhibition, % at 3.7 µM | 370,000 compounds, 0.64% hits | AID 743269, 2014;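 active means inhibition above the screen-wide mean plus 3 SD, cut at about 13% in these data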;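 further: signal is the Cy5 over europium emission ratio at 671 and 618 nm; 0% = plate median of compound wells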
UHRF1 binding: UHRF1 methylated DNA binding inhibitors, primary screen, counter-screen for MBD2 inhibitor project, biochemical, TR-FRET, human UHRF1, single concentration. 370,000 compounds, 0.75% hits. E3 ubiquitin-protein ligase UHRF1 (Homo sapiens), Q96T88. inhibition, % at 4.4 µM. UHRF1 binding to methylated oligo; in the data active means inhibition above about 21%;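 further: UHRF1 SRA domain binding a hemimethylated CpG hairpin DNA probe; 0% = median of test compound wells and 100% = reference inhibitor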
KLK7 zymogen act: proKLK7 zymogen activators, primary screen, biochemical, fluorescence intensity | Kallikrein-7 (Homo sapiens), P49862 | purified proKLK7, EDANS-DABCYL substrate fluorescence; 100% is mature enzyme control, 0% vehicle | activation, % at 7 µM | 370,000 compounds, 0.9% hits | AID 652039, 2013;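 active means activation above the mean of all tested compounds plus 3 SD, computed per campaign excluding outliers beyond control limits, cut at about 13% in these data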
Target sequence (P49862 whole entry, looked up): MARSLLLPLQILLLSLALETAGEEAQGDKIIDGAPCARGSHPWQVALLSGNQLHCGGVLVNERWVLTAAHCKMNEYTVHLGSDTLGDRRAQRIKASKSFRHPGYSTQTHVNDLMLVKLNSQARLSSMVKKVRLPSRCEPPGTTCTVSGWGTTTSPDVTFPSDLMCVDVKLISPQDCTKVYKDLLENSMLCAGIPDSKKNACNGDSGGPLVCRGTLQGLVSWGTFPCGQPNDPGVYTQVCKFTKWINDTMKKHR
TDP2 absorb: human TDP2 enzyme inhibitors, primary screen, biochemical, epi absorbance, recombinant enzyme; T5PNP hydrolysis, p-nitrophenol absorbance 415 nm; inhibition, % at 12.8 µM; 370,000 compounds, 0.34% hits;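 active means inhibition above the mean of all tested compounds plus 3 SD, set per campaign, cut at about 25% in these data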;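 further: 0% = DMSO with enzyme and 100% = buffer with substrate but no TDP2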
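Test system: human TDP2 enzyme; Input: 120 nM TDP2 per well; Buffer or medium: Mg2+-containing Tris-HCl buffer, pH 7.5; Reagent: 5 mM T5PNP; Dosing: 12.8 µM single point, 1% DMSO; Incubation: reaction 2 h, 37 °C; Detection: p-Nitrophenol epi absorbance; Read-out: % inhibition relative to enzyme-containing and enzyme-free wells; Replicates: single well per compound.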
Tn6 DDE FP: inhibitors of Tn6 peptide binding to fibrin DD(E), primary screen, biochemical, fluorescence polarization, human fibrin, Tn6 probe; Fibrinogen beta chain (Homo sapiens), P02675; Fibrin DD(E) TRITC-Tn6 fluorescence polarization displacement; inhibition, % at 8.3 µM; 370,000 compounds, 0.21% hits;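 active means inhibition above a per-campaign cutoff: mean of compounds within control limits plus 3 SD, cut at about 15% in these data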;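 further: 0% = median of all compound wells on the plate and 100% = blocking peptide control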
Target sequence (P02675 whole entry, looked up): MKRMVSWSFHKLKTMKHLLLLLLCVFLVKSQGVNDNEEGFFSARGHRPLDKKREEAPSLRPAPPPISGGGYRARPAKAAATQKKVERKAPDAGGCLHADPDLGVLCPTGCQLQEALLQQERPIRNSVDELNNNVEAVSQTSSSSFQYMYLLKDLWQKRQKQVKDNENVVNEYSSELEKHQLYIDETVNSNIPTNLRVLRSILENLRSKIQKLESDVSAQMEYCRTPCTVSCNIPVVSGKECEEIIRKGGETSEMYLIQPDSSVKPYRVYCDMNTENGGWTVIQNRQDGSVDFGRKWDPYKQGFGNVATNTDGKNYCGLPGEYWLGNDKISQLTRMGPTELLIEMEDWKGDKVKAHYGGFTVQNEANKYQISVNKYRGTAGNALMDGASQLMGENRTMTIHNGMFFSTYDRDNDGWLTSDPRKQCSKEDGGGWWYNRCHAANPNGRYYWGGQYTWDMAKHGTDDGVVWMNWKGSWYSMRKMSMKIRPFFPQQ
Tn7 DDE FP: inhibitors of Tn7 peptide binding to fibrin DD(E), primary screen, biochemical, fluorescence polarization, human fibrin, Tn7 probe; Fibrinogen beta chain (Homo sapiens), P02675; FP displacement of FITC-Tn7 peptide from fibrin DD(E); 0% = median of compound wells per plate; inhibition, % at 8.3 µM; 370,000 compounds, 0.13% hits; AID 720508, 2013;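 active means inhibition above the mean of compounds falling within the control limits plus 3 SD of them, cut at about 14% in these data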;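 further: 0% = plate median of compound wells and 100% = 10 µM Aha-Tn7 peptide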
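system = human fibrin DD(E) protein | quantity = DD(E) 2 µM final | medium = Tris/NaCl/CaCl2 buffer, pH 7.8 | also added = labelled Tn7 tracer, 0.1 µM | compound dosing = single point at 8.3 µM | timing = compound with protein 10 min, then 3 h after probe, room temperature | signal = FP measurement | benchmarks = Aha-Tn7 high control | repeats = one replicate per compound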
* marks the source's active call; other numbers are inactive results.

SMILES | TCR-CD3 inh | MBD2 inh | PRMT1 inh | SIAE inh | LEDGF integ inh | UHRF1 binding | KLK7 zymogen act | TDP2 absorb | Tn6 DDE FP | Tn7 DDE FP
Cc1ccc(NC(=S)NCCc2ccc(F)cc2)c(C)c1 | 4 | 0 | 0 | 3 | 2 | 5 | -0.6 | 12 | 4 | 1
O=C(Nc1ccc2c(c1)OCCO2)C(c1ccncc1)n1c(=O)c(-c2cc3ccccc3[nH]2)nc2ccccc21 (centres undefined) | 8 | 1 | 3 | 5 | 0 | -6 | -3.7 | 2 | 4 | -4
O=C(c1nsc(Cl)c1Cl)N1CCCCC1 | -5 | 7 | 3 | -9 | 2 | 6 | 0.2 | -1 | -5 | 0
CCCCNc1ccc(C(F)(F)F)cc1S(=O)(=O)NCCc1ccc(F)cc1 | 10 | 12 | -4 | -39 | 6 | 23* | 0.3 | -1 | 0 | 5
Fc1cccc(Cc2noc(CN3CCCCC3c3ccccn3)n2)c1 (centres undefined) | 1 | 5 | -6 | 4 | 7 | 0 | 0.0 | -1 | -3 | -1
Cc1csc2nc(CNC(=O)C3CCCCC3)cn12 | -3 | 2 | 3 | 0 | 2 | 3 | 0.3 | -4 | 3 | -7
COCCn1c(SCCCC(=O)c2ccc(Br)cc2)nnc1-c1ccncc1 | 5 | -5 | -5 | -4 | -2 | -1 | 0.1 | -1 | 2 | -8
COC(=O)c1ccccc1NC(=S)N(Cc1ccc2c(c1)OCO2)Cc1cc2ccc(C)cc2[nH]c1=O | 4 | -1 | -3 | -23 | 0 | -1 | 0.0 | -1 | -4 | 0
CCCCc1cc(=O)oc2cc(C)cc(O)c12 | -1 | 0 | 0 | 6 | 2 | 2 | 0.2 | -4 | -6 | 0
COC(=O)c1cnn(-c2ccccc2)c1/C=N/NC(=S)Nc1ccccc1 | -13 | 6 | -3 | -7 | -3 | 1 | 0.5 | 4 | 1 | 5
CCOc1cc(CN2CCN(c3cccc(C(F)(F)F)c3)CC2)ccc1O | 3 | -1 | 0 | 8 | 3 | 2 | -0.4 | -5 | -4 | -8
CC(=O)Nc1ccccc1C(=O)C(=O)Nc1ccc(C)c(C)c1 | 1 | 1 | -2 | 1 | 0 | -4 | -0.1 | 2 | -6 | -8
COc1ccc(N2CCN(C(=O)CN=C3NS(=O)(=O)C(c4ccc(C)cc4)=C3C)CC2)cc1 | 1 | 2 | 1 | 2 | -1 | -3 | 0.6 | 4 | -2 | 2
CCOC(=O)c1cnc(Nc2nc3ccccc3o2)nc1CSC(=S)N1CCCCC1 | 7 | -3 | -1 | -1 | -1 | -1 | 0.4 | 4 | 9 | 7
COC(=O)C1=C(C)Nc2c(c(=O)n(C)c(=O)n2C)C1c1ccc(C)cc1 (centres undefined) | 3 | -2 | -6 | 3 | 2 | -1 | 0.2 | 11 | -4 | 8
COc1ccc(NC(=O)CCn2c(=O)c3cccn3c3ccccc32)cc1 | 8 | -3 | -3 | -2 | 1 | -3 | 0.5 | -4 | 0 | 5
O=C(O)CN1C(c2ccccc2)=Nc2ccc(Br)cc2C1c1ccccc1 (centres undefined) | 5 | 3 | -2 | -6 | -1 | 0 | 0.0 | 7 | 2 | -6
CN(C)S(=O)(=O)n1cc(/C=C(\NC(=O)c2ccccc2)C(=O)N2CCCC2)c2ccccc21 | 2 | -4 | 1 | -3 | 0 | -1 | 0.9 | 0 | 6 | 3
NC(=O)CSc1ccc(F)cc1 | 1 | -2 | -2 | 2 | 4 | -2 | 0.6 | 1 | 2 | -3
CCn1c(C)c(CCC(=O)O)c(=O)n2nc(-c3ccccc3OC)cc12 | 5 | 0 | 1 | 0 | 1 | -2 | 0.6 | 7 | 1 | 4

As entered above:
Value for `CCOC(=O)c1cnc(Nc2nc3ccccc3o2)nc1CSC(=S)N1CCCCC1` under SIAE inh: -1
Value for `COc1ccc(NC(=O)CCn2c(=O)c3cccn3c3ccccc32)cc1` under TCR-CD3 inh: 8
Value for `Cc1ccc(NC(=S)NCCc2ccc(F)cc2)c(C)c1` under PRMT1 inh: 0

Back to the main list; the 2 compounds before the break are reprinted first.
SMILES | TCR-CD3 inh | MBD2 inh | PRMT1 inh | SIAE inh | LEDGF integ inh | UHRF1 binding | KLK7 zymogen act | TDP2 absorb | Tn6 DDE FP | Tn7 DDE FP
NC(=O)CSc1ccc(F)cc1 | 1 | -2 | -2 | 2 | 4 | -2 | 0.6 | 1 | 2 | -3
CCn1c(C)c(CCC(=O)O)c(=O)n2nc(-c3ccccc3OC)cc12 | 5 | 0 | 1 | 0 | 1 | -2 | 0.6 | 7 | 1 | 4
N#C/C(=C/c1ccc([N+](=O)[O-])cc1)C(=O)Nc1ccccc1O | 1 | 0 | 1 | 6 | 2 | -5 | 0.9 | -8 | 0 | -1
COC(=O)c1ccc(Cl)cc1NC(=O)/C=C/c1ccc(C)o1 | 3 | -2 | -1 | -2 | 1 | -1 | 0.1 | -2 | -7 | 0
O=C1OCCC1Sc1nc2cc(Cl)ccc2n1Cc1ccccc1 (centres undefined) | 5 | 8 | 5 | -4 | 0 | 7 | 1.0 | -2 | -8 | 0
COc1cc2ccccc2c2c1CCCC2=O | 2 | 2 | 4 | -6 | 1 | 0 | -0.1 | 5 | 6 | 8
Cc1cc(C(=O)COc2ccccc2Cl)c(C)n1-c1ccc2c(c1)OCO2 | -7 | 4 | 6 | 0 | -4 | 3 | 0.0 | -3 | 2 | 3
COc1ccc(NC(=O)C2CCC(N3C(=O)C4C5C=CC(C5)C4C3=O)CC2)cc1 (centres undefined) | -7 | 0 | 2 | 0 | -2 | 5 | -0.7 | 5 | 2 | 0
CCN(CC)S(=O)(=O)c1cccc(N2CC(O)=C(c3ccccc3)C2=N)c1 | 6 | 2 | -2 | 10 | 2 | 0 | -0.2 | 0 | -1 | 11
Cc1cccc(-n2c(O)c(C=Nc3cccc(O)c3)c3ccccc3c2=O)n1 | -2 | -5 | 4 | -3 | -2 | -8 | 12 | -11 | 2 | 4
COc1ccc(NC(=O)c2cnn(-c3ccccc3)c2C)cc1OC | 3 | 1 | 0 | -4 | -6 | -1 | 0.6 | 5 | 2 | -6
CN(C)S(=O)(=O)c1cccc(NC(=O)COC(=O)c2ccc3ccccc3n2)c1 | 3 | -2 | -8 | -1 | 0 | -1 | -0.1 | 8 | 0 | 3
Cc1ccc2c(c1)-c1c(ssc1=S)C(C)(C)N2C(=O)c1ccco1 | -2 | -6 | 11 | 10 | -3 | 2 | 0.2 | 5 | -1 | -2
CCOC(=O)c1ccc(NC(=O)CCNC(=O)c2ccc([N+](=O)[O-])cc2)cc1 | -10 | 2 | 1 | -6 | -2 | 3 | 0.2 | -2 | 1 | 4
Cc1ccc(S(=O)(=O)N(C)C(C)CCc2ccco2)cc1 (centres undefined) | 4 | -2 | 4 | 6 | 3 | 6 | -0.1 | 10 | -1 | -2
Cn1nccc1C(=O)Nc1sc2c(c1C#N)CCCC2 | 8 | -1 | -3 | -10 | 4 | 0 | -0.7 | -8 | -10 | -1
Cc1ccc2[nH]c3c(NCCCN4CCCC4=O)ncnc3c2c1 | -4 | -1 | 1 | 3 | -1 | 0 | 1.5 | -4 | -9 | -5
Cc1ccc(C(=O)NCC(=O)N2CCCC(C(F)(F)F)C2)s1 (centres undefined) | 2 | -5 | -2 | -4 | 12 | -3 | 0.4 | 13 | 7 | -4
CCc1nc2ccc(C(=O)NCCc3ccccn3)cn2c1N(CCC(C)C)CCN(C)C | 2 | -4 | -1 | 6 | -1 | 10 | 0.5 | 1 | -2 | 7
COCC(C)NC(=O)C1CC(=O)N(c2ccc(C)cc2)C1 (centres undefined) | -6 | -3 | -2 | 2 | 5 | 0 | -0.3 | 9 | 4 | 6
CNC(=O)CCSc1ccc(C)cc1 | 7 | -2 | 0 | -2 | -1 | -2 | -0.2 | -1 | 4 | 2
CCOC(=O)C1=C(C)OC(N)=C(C#N)C1c1ccc(C)o1 (centres undefined) | 0 | -1 | 2 | 6 | -3 | -2 | 1.9 | 5 | 0 | 7
CCS(=O)(=O)CCSc1nc(C)cc(C)n1 | 4 | 1 | -2 | 1 | 2 | 0 | -0.2 | 7 | -3 | -1
CC(C)Cn1nc(C(=O)Nc2cccc(C(=O)NC3CC3)c2)c2ccccc2c1=O | 3 | -8 | -1 | -13 | 7 | 0 | 0.4 | -11 | -3 | -2
CC(C)CC(CO)NS(=O)(=O)c1cccc(Cl)c1F (centres undefined) | -3 | -3 | -2 | 2 | -2 | -4 | -0.3 | 4 | 6 | -5
C=CCNC(=S)NN=C1CCC(c2ccccc2)CC1 (centres undefined) | 0 | -1 | -3 | 0 | 0 | 1 | 0.1 | 4 | -3 | 3
Cc1ccc(C(C(=O)NC2CCCC2)N(Cc2ccccc2)C(=O)c2csnn2)o1 (centres undefined) | 0 | 7 | 1 | -3 | -1 | 3 | 1.4 | -21 | 8 | -3
CC1CCc2c(sc(NC(=O)Cn3cnc([N+](=O)[O-])n3)c2C(N)=O)C1 (centres undefined) | 12 | 3 | -1 | 1 | 2 | -3 | -1.0 | -9 | 0 | 9
Cc1nnc(NC(=O)C23CC4CC(C)(CC(C)(C4)C2)C3)s1 | -3 | -4 | 1 | 0 | 1 | -1 | -0.2 | 11 | 2 | 4
NNC(=O)/C(=N/Nc1ccccc1)S(=O)(=O)c1ccc(Cl)cc1 | 15 | -7 | -2 | 0 | 5 | 2 | -0.9 | -9 | -4 | -2
CCOC(=O)C[C@@H](C#N)NC(=O)[C@@H]1CCCN1C(=O)[C@@H](NC(=O)c1ccc(N)c(Cl)c1)C(C)(C)C | -10 | -5 | -4 | -2 | 4 | 5 | 0.7 | -5 | 2 | 3
Cc1cc(O)c(C(C)C)cc1NC(=O)c1ccccc1Cl | 0 | 2 | -2 | 2 | 4 | 2 | 0.5 | -1 | -1 | -3
COc1cc(/C=C/C(=O)O)cc(S(=O)(=O)NCc2ccc3c(c2)OCO3)c1OC | -3 | -3 | 2 | 4 | -2 | -1 | -0.4 | 2 | 5 | 0
COc1cccc(NC(=O)CSc2nc3c(c(=O)n2C)SC(C)C3)c1 (centres undefined) | 6 | -9 | 3 | -3 | 0 | 0 | -0.4 | 3 | -5 | 0
